Compound activity (PubChem)
TrxR1 inh: blocks rat thioredoxin reductase 1. actives 1% (n = 390,000). recombinant rTrxR1, NADPH fluorescence consumption, selenite substrate. Potency, µM (highest dose often 114 µM), without a hit: top-dose activity change, negative = inhibition, usual class: inhibitors. O89049. AID 588453; note: potency is the fitted concentration of half-maximal effect; % is set by controls: 0 for no effect and ±100 for the full control effect; nearly all actives have a fitted effect of over 65% in size
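Rat TrxR1 (90 nM in the dispensed reagent) was pre-reduced with 400 uM NADPH for 5 min at room temperature, then incubated with compound for 15 min. After 400 uM selenite was added, NADPH fluorescence (Ex 340/Em 450 nm) was followed for 8 min.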
Glioma ERSR ind: induces the endoplasmic reticulum stress response in human glioma cells. AID 602332. U87-MG GRP78 promoter luciferase reporter, 16 h. actives 0.02% (n = 420,000). Potency, µM, for the others: top-dose activation, most hits filed as activators; note: potency is the fitted concentration of half-maximal effect; series mostly up to about 76 µM; % of control where 0% means no effect; nearly all actives have a fitted effect of over 35% in size
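ERSR induction read as luciferase luminescence (Bright-Glo, 10 min at room temperature) in stably transfected human U87-MG glioma cells exposed to compounds for 16 h, using GRP78 as sensor.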
IDH1 R132H inh: blocks human mutant IDH1 R132H enzyme | O75874 | actives 0.093% (n = 390,000) | AID 602179 | IDH1-R132H enzyme, NADPH consumption, diaphorase/resazurin fluorescence | Potency, µM (titrated, usually from 76.6 µM), without a hit: at the top dose activity change, negative = inhibition, usual class: inhibitors; note: potency is the fitted concentration of half-maximal effect; % is set by controls: 0 for no effect and ±100 for the full control effect; nearly all actives have a fitted effect of over 65% in size
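IDH1-R132H (0.5 ug/mL dispensed) in pH 7.5 Tris buffer was preincubated 30 min with compound, then given a substrate mix of 0.016 mM NADPH and 2 mM alpha-KG for 80 min at room temperature; remaining NADPH was read by diaphorase/resazurin fluorescence.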
RGS4 inhibitor: inhibitors of human regulator of G protein signaling 4; P49798; Transcreener GDP fluorescence polarization, RGS4-accelerated GTP hydrolysis; Potency, µM (doses to about 114 µM), for the others: at the top dose activity change, negative = inhibition, usual class: inhibitors; actives 0.039% (n = 390,000); AID 504845; note: potency is the fitted concentration of half-maximal effect; % is set by controls: 0 for no effect and ±100 for the full control effect; nearly all actives have a fitted effect of over 75% in size; some results filed as inactive show a strong effect at the top dose
Target sequence (P49798 whole entry, looked up): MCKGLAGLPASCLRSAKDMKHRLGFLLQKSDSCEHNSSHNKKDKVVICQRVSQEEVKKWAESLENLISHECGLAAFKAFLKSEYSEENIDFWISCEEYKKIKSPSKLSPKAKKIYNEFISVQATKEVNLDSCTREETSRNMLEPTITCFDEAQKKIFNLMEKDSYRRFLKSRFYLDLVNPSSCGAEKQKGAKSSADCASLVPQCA
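MLSMR compounds (23 nl, pin-transferred) preincubated 10 min at room temperature with a 500nM (2x) first reagent, then RGS4 at 900nM (2x) plus Transcreener GDP mix added; fluorescence polarization (620/688 nm) read before and after 90 min at 30 °C.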
LDHA block: LDHA (human) enzyme inhibition. activity change, % (values are at about 110 or 230 µM). P00338. purified LDHA, NADH/diaphorase-resazurin fluorescence; hits give low values. actives 0.15% (n = 480,000); in the data active = activity change below about -30%; inconclusive = mostly about -25% to -30%;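 note: plate controls were DMSO wells for no effect and wells without enzyme for full effect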
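Human LDH5 at 2 nM final in Tris HCl pH 7.4 with 0.06 mM NADH and 0.2 mM pyruvate, reacted 5 minutes at room temperature. Remaining NADH coupled via diaphorase/resazurin; resorufin fluorescence read at 0 and 20 minutes, normalized to enzyme-free and DMSO wells.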
USP1-UAF1 inh: inhibitors of human USP1/UAF1 deubiquitinase | actives 0.23% (n = 390,000) | recombinant USP1/UAF1, Ub-Rhodamine cleavage fluorescence | AID 743255 | Potency, µM (doses to about 57.1 µM), inactives show top-dose activity change, negative = inhibition, most hits filed as inhibitors | O94782; note: potency is the fitted concentration of half-maximal effect; % is set by controls: 0 for no effect and ±100 for the full control effect; nearly all actives have a fitted effect of over 60% in size; inactives centre near -12
Target sequence (O94782 whole entry, looked up): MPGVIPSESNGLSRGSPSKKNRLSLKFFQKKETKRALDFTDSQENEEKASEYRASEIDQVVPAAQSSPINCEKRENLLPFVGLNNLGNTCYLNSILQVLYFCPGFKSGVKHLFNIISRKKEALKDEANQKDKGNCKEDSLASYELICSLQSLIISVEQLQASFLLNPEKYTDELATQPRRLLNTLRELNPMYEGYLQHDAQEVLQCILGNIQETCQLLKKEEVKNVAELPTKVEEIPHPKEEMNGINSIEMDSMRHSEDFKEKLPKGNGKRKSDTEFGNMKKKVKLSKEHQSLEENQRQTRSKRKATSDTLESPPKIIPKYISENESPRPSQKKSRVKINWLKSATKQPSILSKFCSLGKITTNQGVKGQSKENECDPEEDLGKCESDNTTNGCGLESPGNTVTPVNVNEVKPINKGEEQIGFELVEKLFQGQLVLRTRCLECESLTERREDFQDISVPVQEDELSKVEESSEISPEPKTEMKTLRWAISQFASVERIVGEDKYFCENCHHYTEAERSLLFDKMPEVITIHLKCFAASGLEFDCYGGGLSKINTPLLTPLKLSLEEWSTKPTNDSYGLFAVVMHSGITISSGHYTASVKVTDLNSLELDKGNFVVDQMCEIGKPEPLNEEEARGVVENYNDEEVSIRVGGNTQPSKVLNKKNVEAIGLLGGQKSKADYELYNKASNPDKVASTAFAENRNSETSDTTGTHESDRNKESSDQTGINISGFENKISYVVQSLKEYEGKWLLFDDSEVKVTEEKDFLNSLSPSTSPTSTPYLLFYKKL
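1 nM enzyme complex + cpd, 15 min RT; start with Ub-Rho 150nM final; kinetic fluorescence ex 480/em 540, 6 reads q60 s. Buffer 50mM HEPES pH 7.8, 0.5mM EDTA, 0.1 mg/ml BSA, 1mM TCEP, 0.01% Tween-20.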
Vif-APOBEC3G blk: blocks the Vif interaction with human APOBEC3G. Q9HC16. HeLa A3G-eYFP + Vif (tagged APOBEC3G with the HIV-1 protein that degrades it), YFP fluorescence, overnight. Potency, µM (highest dose often 46.1 µM), inactives show at the top dose activity, negative = active, most hits filed as inhibitors. actives 0.076% (n = 410,000). AID 602310;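 note: potency is the fitted concentration of half-maximal effect; % is set by controls: 0 for no effect and ±100 for the full control effect; nearly all actives have a fitted effect of over 60% in size; hits raise eYFP signal because A3G escapes Vif-driven loss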
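Read-out is eYFP fluorescence (Ex 488/Em 500-530) from Vif-expressing HeLa A3G-eYFP cells; more signal means A3G escaped Vif-mediated degradation. Cells plated overnight, compound pinned in, incubated overnight at 37 deg C.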
TrxR1 substrate: is turned over as a substrate by rat TrxR1. purified TrxR1 substrate turnover, NADPH consumption readout. AID 588456. actives 0.01% (n = 390,000). Potency, µM (top dose mostly 114 µM), inactives show at the highest dose activity change, negative = substrate turnover; note: potency is the fitted concentration of half-maximal effect; % is set by controls: 0 for no effect and ±100 for the full control effect; nearly all actives have a fitted effect of over 50% in size
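Rat TrxR1, dispensed at 90 nM, was prereduced with 400 uM NADPH (final) for 5 min at ~22 deg C, then incubated with compound 15 min before 400 uM selenite. A first-read NADPH fluorescence drop versus no-compound background flagged substrates.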
Vif-A3F inh: inhibitors of Vif-A3F interaction; HeLa A3F-eYFP + Vif (tagged APOBEC3F with the HIV-1 protein that degrades it), YFP fluorescence increase; AID 602313; actives 0.2% (n = 390,000); Potency, µM (doses to about 46.1 µM), inactives show top-dose activity, negative = active; note: potency is the fitted concentration of half-maximal effect; % of control where 0% means no effect; nearly all actives have a fitted effect of over 65% in size
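HeLa cells stably expressing Vif plus C-terminally eYFP-tagged A3F were seeded, incubated overnight at 37 deg C, dosed with compound, incubated overnight again at 37 deg C. Yellow fluorescence (Ex 488/Em 500-530) reported blocked Vif-mediated A3F-eYFP degradation.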
Active calls of the source: *; ? = inconclusive; nt = not tested or not shown; [ ] = dose if it differs, or a comment. Unless noted, calls come from the whole dose curve; as a rule, active = well fitted curve in the direction sought with a large enough effect; inconclusive = small, poorly fitted or top-dose-only effect, or another doubt; inactive = no such curve, though single readings can be large; an effect the other way counts as inactive or inconclusive. Some of the compounds tested, so the mix of outcomes need not match the whole.

Sample of the layout (two entries):
SMILES	TrxR1 inh	Glioma ERSR ind	IDH1 R132H inh	RGS4 inhibitor	LDHA block	USP1-UAF1 inh	Vif-APOBEC3G blk	TrxR1 substrate	Vif-A3F inh
COc1cc(C)c(CN2CCCCC2CO)cc1C (stereo unspecified)	2%	-4%	3%	-10%	3	-8%	2%	4%	0%
O=C(OCc1nnc(-c2ccccc2)o1)c1ccc(Cl)cc1	11%	-1%	0%	10%[11.4 µM]	-6	-9%	-1%	-9%	-8%

The listing, repeating the preview:
SMILES	TrxR1 inh	Glioma ERSR ind	IDH1 R132H inh	RGS4 inhibitor	LDHA block	USP1-UAF1 inh	Vif-APOBEC3G blk	TrxR1 substrate	Vif-A3F inh
COc1cc(C)c(CN2CCCCC2CO)cc1C (stereo unspecified)	2%	-4%	3%	-10%	3	-8%	2%	4%	0%
O=C(OCc1nnc(-c2ccccc2)o1)c1ccc(Cl)cc1	11%	-1%	0%	10%[11.4 µM]	-6	-9%	-1%	-9%	-8%
Cc1ccccc1NC(=O)NC1(C(=O)N2CCN(C)CC2)CCCCC1	12%	-4%	0%	1%	-5	?	0%	2%	-1%
CCOC(=O)c1c(NC(=S)N2CCN(C)CC2)sc2c1CCN(C(=O)OCC)C2	-2%	-8%	-16%	-25%	2	-23%	1%	2%	-41%
CCOc1ccc(CCn2c3c(c(=O)[nH]c2=O)C(NC(=O)c2cccc(F)c2)(C(F)(F)F)C(=O)N3)cc1OCC (stereo unspecified)	-10%	-2%	27%	15%	-7	-27%	2%	-1%	1%
COc1ccccc1N1CCN(/N=C\c2ccc(C)o2)CC1	-17%[57.1 µM]	-7%	0%	-23%	-2	-9%	2%	2%[57.1 µM]	5%
NC(=S)NN=Cc1nccc2c(N)cccc12	nt	-5%	13%	nt	10	?	2%	nt	-15%
COc1cccc(NC(=O)Cn2c(=O)n(-c3ccc(C)cc3)c(=O)c3ccc(C(=O)NCc4ccco4)cc32)c1	12%	-5%	15%	-12%	-4	-19%	-2%	6%	?
Cc1ccccc1NC(=O)/C(C#N)=C/c1ccc(Cl)cc1Cl	0%	-2%	0%	-4%	7	?	0%	-7%	-18%
COc1ccccc1Cn1c(=O)c2ccccc2n2c(SCc3csc(C)n3)nnc12	11%	-3%	4%	-2%	-3	-13%	3%	10%	-9%
COc1cccc(S(=O)(=O)N2CCN(c3nc(-c4cccs4)nc4ccccc34)CC2)c1	-19%	nt	nt	7%	-1	nt	nt	-3%	nt
COc1ccccc1CCNC(=O)C(=O)NCC1OCCN1S(=O)(=O)c1cc(F)ccc1F (stereo unspecified)	2%[57.1 µM]	-5%	-1%	11%	0	-27%	-4%	10%[57.1 µM]	-4%
CCc1ccc(N=C2NC(=O)CS2)cc1	9%[57.1 µM]	-3%	5%	18%	0	-8%	-3%	-7%	5%
CCCOc1ccc2cc(-c3ccccn3)c(=O)oc2c1	372%[activator]	-12%	0%	-9%	3	-10%	-1%	620%[activator]	0%
COc1ccc2c(c1)Sc1ccccc1N2CCN(C)C	27%	-4%	11%	-10%	-5	-8%	0%	18%	3%
C#CC[N+]1(CC#Cc2ccc(C#CC[N+]3(CC#C)CCOCC3)cc2)CCOCC1	-17%	-3%	10%	5%	6	-2%	-5%	4%	-1%
CCc1[nH]nc(C(=O)N2CCCC(CCC(=O)N3CCN(c4ccccn4)CC3)C2)c1C (stereo unspecified)	25%[57.1 µM]	-4%	-6%	?	-5	-20%	-4%	13%[57.1 µM]	1%
CN(C)CCCNC(=O)c1cc(C(=O)c2cccc(Cl)c2Cl)c[nH]1	-4%	-2%	3%	4%	-3	-28%	1%	-3%[57.1 µM]	-5%
COc1ccc(CNC(=O)C2CCN(Cc3nc(-c4ccc(OC)c(OC)c4)oc3C)CC2)cc1	17%	-2%	0%	-24%	0	-29%	-4%	12%	1%
O=[N+]([O-])c1ccc(Nc2ccccc2O)c([N+](=O)[O-])c1	nt	0%	15%	nt	1	-21%	?	nt	?
CC1(C)CSC(=NCCc2ccccc2)N1	?	4%	30%	5%	-6	-12%	-5%	4%	-9%
Cc1cc(C)nc(SCc2csc(-c3ccccc3)n2)n1	6%	-2%	15%	-26%	-9	-13%	-2%	-4%	-10%
Cc1cc2nc(SC(C)C(=O)O)[nH]c2cc1C (stereo unspecified)	10%[57.1 µM]	-1%	-4%	-7%[11.4 µM]	-9	-26%	-1%	7%[57.1 µM]	2%
CCOC(=O)C1CCN(C(=O)NS(=O)(=O)c2ccc(C)cc2)CC1	-12%	1%	1%	-7%	-7	-16%	-3%	4%	-26%
CC(/C=C/C=C/c1ccccc1)=N\NC(=O)c1cccnc1	12%[57.1 µM]	8%	-1%	3%	-7	11%	-2%	-1%[57.1 µM]	-22%
Later entries.
SMILES	TrxR1 inh	Glioma ERSR ind	IDH1 R132H inh	RGS4 inhibitor	LDHA block	USP1-UAF1 inh	Vif-APOBEC3G blk	TrxR1 substrate	Vif-A3F inh
CCOC(=O)C1CCCN(C(=O)Cc2c(F)cccc2Cl)C1 (stereo unspecified)	24%	-2%	8%	3%	-5	-9%	1%	10%	2%
Cc1cc(C)c(NC(=S)N(C)C)cc1C	23%	-3%	17%	3%	-7	-19%	-5%	5%	6%
CC1CCN(c2nnc(N)s2)CC1	8%	2%	6%	-5%	-9	-15%	1%	4%	-1%
CCOC(=O)N1CCN(C(=O)CN(c2ccccc2F)S(=O)(=O)c2ccc(C)cc2)CC1	13%	-4%	-17%	-7%	-3	-7%	1%	16%	1%
COc1ccc(CCN2CC(C(=O)Nc3cc(S(C)(=O)=O)ccc3Cl)CC2=O)cc1OC (stereo unspecified)	-8%	-2%	-16%	-1%	-8	-11%	1%	-8%	-7%
CC(=O)c1cccc(NC(=O)NCc2ccc3c(c2)OCO3)c1	19%	-2%	13%	5%	1	-7%	-6%	0%	0%
Cc1ccc(C)c(S(=O)(=O)NCc2ccc(C(=O)N3CCCCC3C)cc2)c1 (stereo unspecified)	4%	-1%	6%	22%	-8	?	1%	-4%	-1%
O=[N+]([O-])c1ccc(Oc2ccc(C(F)(F)F)cn2)cc1	4%[57.1 µM]	4%	-2%	0%	-12	-12%	-3%	5%[57.1 µM]	6%
CN(/N=C/c1ccc(Cl)cc1Cl)c1ncc(Cl)cc1C(F)(F)F	7%	-4%	8%	18%	-7	-1%	-1%	-1%	-11%
CCOc1ccccc1OCCOc1ccc(F)cc1	9%[57.1 µM]	-3%	2%	8%[11.4 µM]	-3	-7%	-1%	-10%	4%
O=C(c1ccccc1)c1cnc(Nc2ccc(Cl)c(Cl)c2)s1	-4%	-2%	-1%	3%	-7	1%	-1%	-6%	5%
O=C(CSc1nc2ccccc2c(=O)[nH]1)c1ccc(O)c(O)c1	50µM*	13%	9%	-29%	4	0%	-11%	-17%	8%
O=C(Nc1cccnc1)c1ccc(-c2ccc(Cl)cc2)o1	-1%	-1%	0%	-3%	0	-13%	2%	-4%	5%
CC1=C(C(=O)OCc2ccccc2)C(c2cccc([N+](=O)[O-])c2)NC(=O)N1CCCCCC(=O)O (stereo unspecified)	4%	-1%	-11%	-2%	-16	-2%	0%	-2%	-10%
O=C(CN1CCN(C(=O)C2CCN(C(=O)/C=C/c3ccccc3)CC2)CC1)Nc1ccccc1Cl	12%[57.1 µM]	0%	-5%	8%	-1	1%	4%	1%[57.1 µM]	4%
CCN(CC(=O)NCc1ccc(F)cc1)C(=O)C1CCN(S(=O)(=O)c2ccc(C(C)C)cc2)CC1	-8%	-3%	5%	1%	-8	4%	2%	-13%	2%
O=C(Nc1ccc(O)cc1)c1ccc(NC(=O)c2cccs2)cc1	17%	-1%	5%	-21%	-6	-21%	-6%	1%	-9%
CSc1ccc(S(=O)(=O)NCc2ccccc2C)cc1	15%[57.1 µM]	0%	2%	?	-3	-4%	-7%	3%[57.1 µM]	-14%
O=C(O)c1cccc(S(=O)(=O)N2CCCC2)c1	-6%	-3%	-8%	43%	-12	-6%	0%	3%	4%
O=C(N/N=C/C=C/c1ccco1)c1cccnc1	5.6µM*	-2%	8%	-41%	18	-24%	0%	-12%	-14%
CC(=O)N1CCc2cc(S(=O)(=O)CCC(=O)NCCc3ccccc3)ccc21	18%	-4%	7%	-23%	0	-22%	1%	0%	3%
Cc1ccc(CNC(=O)CCSCc2ccccc2C)cc1	3%	0%	3%	25%	0	-3%	-2%	2%	6%
CC(=O)c1ccc(C#CC(C)(C)O)s1	-27%[57.1 µM]	0%	1%	-48%	2	11%	1%	-8%[57.1 µM]	-6%
CCCC(=O)Nc1cc2c3c(c1)C(C)C(=O)N3CCC2 (stereo unspecified)	-16%	-4%	2%	-19%	1	-23%	0%	0%	-13%
COc1ccc(N=NC2=C(O)CC(C)(C)CC2=O)c(OC)c1	-31%	4%	3%	11%	-2	-11%	0%	-23%	nt
S=C(NCCCN(Cc1ccc(Cl)cc1)c1ccc(Br)cn1)NCc1ccc2nc[nH]c2c1	0%	-3%	nt	11%	-4	nt	-17%	1%	nt
Cn1c(SCC(=O)c2ccccc2)nnc1-c1ccccn1	-2%	2%	0%	-6%	2	-23%	0%	1%	9%
CCCOc1ccc(C(=O)Nc2ccc(Cl)cn2)cc1	15%	-6%	4%	31%	-7	-14%	1%	7%[57.1 µM]	-3%
